Compound activity as filed in PubChem.
JMJD2A Tudor = inhibitors of human JMJD2A Tudor domain. O75164. AlphaScreen JMJD2A-Tudor / H3K4me3 peptide binding. Potency, µM (titrated, usually from 114 µM), for the others: at the top dose activity change, negative = inhibition, most hits filed as inhibitors. 390,000 compounds, 4.4% hits; further: on the % scale 0 is the no-effect control and ±100 the full control effect; nearly all actives have a fitted effect of over 50% in size
GLS inh = inhibitors of human glutaminase (GLS) | Potency, µM (titrated, usually from 45.5 µM), without a hit: at the top dose activity change, negative = inhibition, hits mostly inhibitors | O94925 | 410,000 compounds, 0.21% hits | AID 624170 | GLS enzymatic activity, qHTS titration; further: on the % scale 0 is the no-effect control and ±100 the full control effect
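Coupled fluorescence readout: glutamate oxidase/HRP/Amplex Red detect glutamate formed by hKGA from L-glutamine (1 mM solution added). Buffer 45 mM KH2PO4 pH 8.2, 0.02% Tween-20; reads at t0 and 30 min RT.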
BLM inh = inhibitors of human Bloom syndrome helicase BLM; AID 2528; Potency, µM (series often up to 56.1 µM), inactives show at the highest dose activity change, negative = inhibition, hits mostly inhibitors; recombinant BLM DNA unwinding, fluorescence dequenching; 350,000 compounds, 0.2% hits;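 further: plate controls were vehicle for no effect and no enzyme for full effect; nearly all actives have a fitted effect of over 35% in size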
Tb PGK inh = inhibitors of T. brucei phosphoglycerate kinase; P07378; PGK/GAPDH coupled, Kinase-Glo luminescence, 60 min; Potency, µM (top dose mostly 57.5 µM), for inactives: at the highest dose activity change, negative = inhibition, usual class: inhibitors; 380,000 compounds, 0.043% hits; further: on the % scale 0 is the no-effect control and ±100 the full control effect; nearly all actives have a fitted effect of over 60% in size
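Recombinant glycosomal PGK reaction used 1,3-bisphosphoglycerate generated in-well by GAPDH (100nM final) in 100mM TEA pH 7.6, 5mM MgCl2, 0.01% Tween-20. After 60 minutes at room temperature, ATP was read by Kinase-Glo Plus luminescence end-point.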
G9a block = blocks human histone lysine methyltransferase G9a; G9a H3K9 monomethylation, AlphaScreen, 2 h; Potency, µM (highest dose often 102 µM), for the others: at the highest dose activity, negative = inhibition, actives largely listed as inhibitors; 350,000 compounds, 8.8% hits; AID 504332; further: on the % scale 0 is the no-effect control and ±100 the full control effect; nearly all actives have a fitted effect of over 75% in size
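Signal arises when biotinylated H3K9 peptide, once monomethylated, bridges streptavidin donor and antibody-captured acceptor beads. Enzyme at 20 nM was preincubated 15 min with test compounds; peptide 500 nM and SAM 20 uM then reacted for 2 h.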
Pin1 inh = human Pin1 inhibition; Pin1 FP peptide displacement, HiFluor488, 10 min; Potency, µM (doses to about 115 µM), without a hit: at the top dose activity, negative = inhibition, hits mostly inhibitors; AID 504891; 390,000 compounds, 0.009% hits; Q13526; active means well fitted inhibition curve with a large enough effect in the polarisation, with a control signal flat, not every such curve was filed as active; inconclusive means small, poorly fitted or top-dose-only effect, or effect the other way, or a change in a side signal; inactive means no such curve, though single readings can be large or run the other way; the % refers to the polarisation; further: on the % scale 0 is the no-effect control and ±100 the full control effect
HP1b binding inh = blocks HP1-beta chromodomain binding to methylated histone tails; P83916; AlphaScreen HP1-beta / biotin-H3K9me3 peptide binding; Potency, µM (titrated, usually from 114 µM), for the others: at the highest dose activity change, negative = inhibition, actives largely listed as inhibitors; 390,000 compounds, 0.56% hits; further: nearly all actives have a fitted effect of over 70% in size; inactives centre near 23
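Compound inhibition of the preformed complex between 50 nM HP1-beta and 50 nM biotinylated H3K9me3 peptide was read by AlphaScreen. Buffer was PBS pH 7.4 with 0.01% Tween-20. Incubations ran 30 min at room temperature, with 10 ug/mL donor/acceptor beads.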
BAZ2B block = inhibitors of human BAZ2B bromodomain; 360,000 compounds, 4.4% hits; Q9UIF8; Potency, µM (highest dose often 114 µM), without a hit: at the top dose activity change, negative = inhibition, actives largely listed as inhibitors; AlphaScreen BAZ2B-H3K14Ac peptide displacement; AID 504333; further: on the % scale 0 is the no-effect control and ±100 the full control effect; nearly all actives have a fitted effect of over 60% in size
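In this displacement format the biotinylated H3(5-23) peptide acetylated at Lys14 serves as ligand at 50 nM, with BAZ2B at 50 nM in PBS pH 7.4 containing 0.01% Tween-20. Donor and acceptor beads are 10 ug/mL final.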
Pol iota inh = blocks human DNA polymerase iota activity | Q9UNA4 | Pol iota fluorescent replication assay, 10 min | Potency, µM (top dose mostly 115 µM), inactives show top-dose activity, negative = inhibition, most hits filed as inhibitors | 390,000 compounds, 1% hits
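Pol iota at 10 nM preincubated 15 min with compounds at room temperature; reaction started with fluorescent substrate, 50 nM final. Fluorescence read kinetically at 0 and 10 min; buffer-only wells as negative control.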
* marks the source's active call; other numbers are inactive results; i = inactive; u = inconclusive; x = no result given; & = joins results of further samples; ! = a repeat was not active; [ ] = dose if it differs, or a comment. Unless noted, the call rests on the fitted dose curve; in most records, active means well fitted curve in the direction sought with a large enough effect; inconclusive means small, poorly fitted or top-dose-only effect, or another doubt; inactive means no such curve, though single readings can be large; an effect the other way counts as inactive or inconclusive. Potency means the concentration at half of the fitted maximal effect. A portion of the library (hit frequency here may not be typical).

SMILES,JMJD2A Tudor,GLS inh,BLM inh,Tb PGK inh,G9a block,Pin1 inh,HP1b binding inh,BAZ2B block,Pol iota inh
Cc1ccccc1C(=O)Nc1ccc2c(c1)OCCO2,-1.4%,-1.5%,-9.1%,-18.3%,5.7%,-6.7%,30.5%,-12.3%,u
COc1cc2c(c(OC)c1OC)-c1ccc(SC)c(=O)cc1C(N)CC2 (centres undefined),-11.8%,8.4%,x,2.9%,x,5.5%,17.4%,x,-7.9%
CC(=O)c1ccc(OCc2cc(C(=O)N3CCN4CCCC4C3)no2)cc1 (centres undefined),-2.8%,3.9%,-2.6%,4.5%,19.9%,6.2%,23.6%,-0.6%,-7.2%
Cc1ccc(C(=O)O/N=C2\CCSc3ccc(C)cc32)cc1,37.8%[activator],-1.2%,-5.9%,4.6%,142.2%[activator],1.8%,119.8%,37.0%,18.3%
Cc1ccc(-n2nnnc2SCC(=O)N2CCNC2=O)cc1C,-7.7%,0.8%,x,6.6%,10.9%[12.7 µM],-2.6%,41.0%[activator],-3.0%,-0.5%
COCC(=O)N1CCC(n2nnc3cc(F)ccc32)CC1,-13.6%,-23.7%,0.7%,-3.4%,-2.1%[59 µM],0.5%,27.1%,8.1%,0.7%
CCCn1c(=O)c(C(=O)NCCc2ccccc2)c(O)c2ccccc21,119.9%[activator],-4.9%,-8.5%,i,208.3%[activator],1.3%,259.5%[activator],84.6%[activator],24.5%
O=C(c1cn(-c2ccccc2)nc1-c1cccs1)N(CCO)Cc1ccccc1,-35.9%,13.8%,-6.1%,i,30.1%[12.7 µM],-4.2%,4.7%,2.6%,-13.8%
COc1ccc(-c2cc(C(=O)Nc3ccc(Br)cc3)no2)cc1,u,-10.0%,-9.0%,-4.4%,5.3%,-3.1%,13.8%,0.1%,153.2%[activator]
CC(=O)SCCC(=O)N1C(C)CCCC1C(=O)O (centres undefined),-1.7%,4.8%,-5.9%,4.6%,-3.2%[59 µM],-0.9%,20.4%,2.6%,4.6%
O=C1C(Cl)=C(N2CCCCC2)C(=O)N1c1ccccc1Cl,46.7%[activator],0.1%,-1.3%,i,5.9%[12.7 µM],15.9%,125.5%[activator],76.0%[activator],-14.2%
COc1ccccc1-c1cc(C(F)(F)F)nc(S(=O)(=O)CCCC(=O)Nc2cc(C)ccc2O)n1,-24.2%,8.4%,-7.0%,2.1%,u,33.5%[activator],44.1%[activator],-3.6%,u
O=C(NCc1cccnc1)c1ccc(-c2ccc(Cl)cc2)o1,-23.2%,-4.1%,-1.3%,x,u,1.0%,30.4%,-21.2%,-25.2%
O=C(COc1cccc(Cl)c1)Nc1ccccc1N1CCCCC1,71.0%[activator],-0.3%,x,0.8%,101.0%[activator],-1.7%,121.9%[activator],70.9%[activator],40.5%[activator]
COc1ccc(C)cc1S(=O)(=O)N1CCN(S(=O)(=O)c2cc(C)ccc2OC)CC1,-18.1%[57.1 µM],-3.0%,-4.2%,-6.8%,u,-1.4%,22.8%,-8.9%,0.5%
O=c1c2sccc2[nH]c(=S)n1Cc1ccccc1,-23.2%,-20.9%,1.1%,4.3%,10µM*,4.0%,27.2%,9.7%,36.4%[activator]
O=S(=O)(c1ccccc1)c1nc(-c2ccccc2F)oc1NCc1cccnc1,-32.6%,-13.9%,-2.8%,i,-3.3%,-0.4%,-5.6%,-33.6%,u
Cc1nc2nc(C)c(CCC(=O)NCCCN3CCN(c4cccc(Cl)c4)CC3)c(C)n2n1,u,9.0%&-3.5%,3.8%&2.4%,-2.3%,50.1µM*!,1.5%&-9.2%,13.8%&28.7%,u,31.6µM*!
CCN1CCCC1CNC(=S)Nc1ccc(C(C)=O)cc1 (centres undefined),-30.4%,15.1%,-9.1%,-4.4%,39.8µM*,7.2%,15.7%,-26.9%,-7.9%
Cc1ccc(C(=O)NC(N(C)C)C(Cl)(Cl)Cl)cc1 (centres undefined),-9.7%,1.6%,-3.7%,-3.5%,-21.3%,0.6%,28.1%,2.0%,-13.8%
O=C(O)c1ccc(S(=O)(=O)c2ccc([N+](=O)[O-])cc2[N+](=O)[O-])cc1,-18.9%,1.5%,-2.8%,3.3%,25.1µM*,-26.0%,66.5%[activator],-14.8%,1.12µM*
CCS(=O)(=O)c1ccc2oc(SCC(=O)NCCc3ccc(F)cc3)nc2c1,-15.1%,-5.7%,-3.2%,-2.6%,-6.6%,0.0%,13.7%,-23.5%,40.4%[activator]
O=[N+]([O-])c1ccc(/C=N/n2c(CO)nc3ccccc32)s1,-26.5%,5.2%,-13.4%,0.9%,-7.0%[59 µM],u,5.0%,-7.5%,1.8%
Cc1c(C(=O)N2CCCCC2)sc(NC(=O)C23CC4CC(CC(C4)C2)C3)c1C#N,-5.4%,-3.0%,x,3.6%,x,0.9%,31.3%,x,0.9%
CC(=O)Oc1ccc(NC(=O)CSc2ccccc2)cc1,0.0%,-4.3%,-3.9%,3.1%,3.8%[59 µM],-0.5%,21.4%,0.3%,23.4%
Cc1cccc(C)c1NC(=O)COC(=O)C1CC1,-7.8%,-3.1%,x,6.1%,6.9%[12.7 µM],1.3%,37.9%,1.1%,24.1%
S=C(Nc1ccc2c(c1)OCO2)NC1CCN(Cc2ccccc2)CC1,-28.1%,25.7%,-1.1%,8.4%,u,-1.1%,7.6%,-37.6%,6.1%
Cc1ccc(N/C=C(\C#N)S(=O)(=O)c2ccccc2)cc1,-2.8%,-5.0%,-8.2%,-4.2%,18.9%[59 µM],1.4%,32.3%,-6.6%,-21.0%
COc1ccc(CCNC(=O)COC(=O)CSc2ccc(C(N)=O)cc2[N+](=O)[O-])cc1OC,-17.9%,-1.5%,x,i,x,2.0%,58.5%[activator],x,40.1%[activator]
O=C(CN1CCN(c2ccccc2O)CC1)Nc1cccnc1Cl,-13.5%,5.5%,-1.0%,-9.2%,u,-4.5%,47.5%[activator],x,13.8%
O=C(c1ccccc1)c1ccc(OCC(O)CN2CCCC2)cc1 (centres undefined),-4.2%,0.8%,-11.2%,6.9%,-37.2%,1.1%,11.3%,-20.1%,22.6%
COc1cccc(NC(=O)C(NCC2CCCCC2)c2ccccc2)c1 (centres undefined),1µM*,0.9%,-12.9%,-2.1%,3.16µM*,4.4%,u,u,-10.5%
Cc1ccc(Oc2ccc(S(=O)(=O)NCC(C)(C)N3CCOCC3)cc2)cc1,-28.4%,-20.2%,-3.2%,-0.5%,11.5%,u,26.4%,-10.9%,66.0%[activator]
CC(OC(=O)/C=C/c1cccc(Cl)c1)C(=O)NC1CCCCC1C (centres undefined),-6.9%,-1.5%,x,-2.8%,5.0%[0.501 µM],-0.7%,19.4%,-20.3%,8.5%
CCc1sc(Nc2cccc(C)c2)nc1-c1cc2cccc(OC)c2oc1=O,-16.0%,2.1%,-9.9%,2.3%,-20.2%[59 µM],37.3%[activator],35.0%,-10.9%,22.9%
CCOC(OCC)P(=O)(C(C)C)C(C)C,-0.4%,3.4%,-0.6%,-13.3%,10.4%[59 µM],-0.3%,11.1%,4.8%,7.4%
COC(=O)c1cc2oc3ccccc3c2n1CC(=O)Nc1ccc(F)c(Cl)c1,-5.5%,7.9%,-2.7%,x,-4.2%[59 µM],-1.0%,21.1%,-2.9%,-15.2%
Cc1ccccc1NC(=O)c1cccc2c(=O)c3c([nH]c12)CCCC3,1.7%,-2.6%,-2.1%,-10.4%,u,6.8%,49.5%[activator],0.6%,38.0%[activator]
CC(C)Cn1c(Br)nc2c1c(=O)n(CCC#N)c(=O)n2C,-10.0%,5.2%,0.3%,-6.3%,u,-1.7%,12.9%,u,1.5%
Cc1ccccc1N1C(S)=C(C#N)C(=O)NC12CCCCC2,-20.5%,33.3%[activator],-0.7%,-5.1%,35.5µM*,-4.2%,24.1%,4.3%,u
CCOC(=O)N1CCN(C(=O)CSc2nc(-c3cccc(C)c3)ns2)CC1,31.6µM*,u,-1.7%,i,31.6µM*,-1.1%,-5.4%,-5.1%,22.9%
CCn1nnnc1NCc1ccc(N2CCCC2)cc1,20µM*,3.3%,-1.2%,2.5%,u,3.1%,u,-26.4%,-9.2%
CCOC(=O)CC(NC(=O)Cn1nnc(-c2ccccc2F)n1)c1ccccc1Cl (centres undefined),-7.8%&-11.6%,-4.5%&-11.3%,-1.5%&-8.0%,-5.3%,2.2%,u,71.9%&29.4%[activator],-8.5%&-11.8%,7.4%&-8.4%
CCOC(=O)C1CCCN(C(=O)N2CCOCC2)C1 (centres undefined),-9.0%,-2.6%,-0.2%,-0.7%,5.4%,-1.3%,31.0%,-5.1%,20.0%
CCOC(=O)NC1=NCC(C)(C)S1,-18.1%,4.0%,x,-5.3%,x,0.9%,16.0%,x,11.3%
Cc1ccc(CNC(=O)CC2(CC3=NS(=O)(=O)c4ccccc4N3)CCCC2)cc1,-17.7%,3.4%,-5.7%,-7.4%,x,19.7%,34.6%,-8.3%,11.7%
O=C1C=C(NCCc2ccccc2)C2(CCCCC2)O1,-6.4%,1.9%,-2.7%,4.7%,9.8%,-1.3%,65.2%[activator],-1.1%,53.3%[activator]
